Compound activity: PubChem, Sanford-Burnham Center for Chemical Genomics
MKP-3 inhibition: MKP-3 phosphatase inhibitors, primary screen, biochemical, rat enzyme, in vitro (AID 425); inhibition, % at 20 µM; hits with a dose series show IC50 in µM; 110,000 compounds, 0.17% hits; recombinant MKP-3 phosphatase activity, fluorescence; higher % means a stronger effect; in the data active means inhibition above about 50%;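 further: plate controls were vehicle for no effect and reference inhibitor for full effect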
Hsp70 displacement: Hsp70 inhibitors, probe displacement, primary screen, biochemical, fluorescence polarization (AID 583); 140,000 compounds, 0.06% hits; displacement, % at 20 µM; hits with a dose series show IC50 in µM; Hsp70 fluorescence polarization probe displacement, mP; higher % means a stronger effect; in the data active means displacement above about 50%;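 further: plate controls were vehicle for no effect and reference ligand for full effect; a part of the inactive calls stands beside numbers as strong as those of hits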
* = called active by the depositor; x = no result given. These rows are one share of the data; rates above refer to the full screens.

Each structure is followed by: MKP-3 inhibition, Hsp70 displacement
> O=C(Cn1nnc(-c2ccccc2)n1)N1CCN(S(=O)(=O)c2ccc(Cl)cc2)CC1
  -0.3%, -2.1%
> COc1ccc(C2NC(=O)NC(C)=C2C(=O)Nc2cc(C)ccc2C)cc1OC (configuration not stated)
  -6.2%, -5.8%
> O=c1[nH]c(CN2CCN(Cc3ccccc3)CC2)nc2sc3c(c12)CCC3
  -11.1%, -0.6%
> Cc1ccc(-c2nc3cc(Cl)ccc3o2)cc1NC(=O)C(C)C
  0.0%, -2.9%
> CCOc1ccc(N(CC(=O)Nc2ccc(OC)cc2OC)S(=O)(=O)c2ccccc2)cc1
  6.6%, 2.0%
> COC(=O)c1ccc(/C=N/NC(=O)CC2C(=O)NN=C2C)cc1 (configuration not stated)
  2.3%, 0.4%
> O=C(O)c1ccc(C(=O)O)c(C(=O)c2ccccc2)c1
  x, 3.9%
> O=C(/C=C\c1ccccc1)Nc1ccc(NC(=O)c2ccco2)cc1
  0.3%, 3.9%
> O=C(O)CCCN1C(=O)C(=O)/C(=C(/O)c2ccccc2)C1/C=C/c1ccccc1 (configuration not stated)
  0.4%, 1.4%
> O=C(O)/C=C/C(=O)Nc1ccc(N2CCCCC2)cc1
  4.3%, 0.8%
> CS(=O)(=O)N(CC(=O)NC1CCCCC1)Cc1ccc(Cl)cc1
  x, -2.6%
> CC(NC(=O)Cc1cccs1)C(c1cccs1)N1CCOCC1 (configuration not stated)
  x, -2.1%
> CCn1cc(C(=O)O)c(=O)c2cc(-c3ccc([N+](=O)[O-])o3)c(Cl)cc21
  -1.2%, -1.8%
> CCN1CCN(Cc2nc3c(c(=O)n(C)c(=O)n3C)n2C(C)C(C)=O)CC1 (configuration not stated)
  -0.6%, 7.4%
> Cc1cccc(-c2nc(CN3CCCC(C(=O)NC4CCCC4)C3)c(C)o2)c1 (configuration not stated)
  -0.4%, -3.1%
> COC(=O)c1ccc(COc2cc3oc(=O)cc(-c4ccccc4)c3cc2Cl)cc1
  -1.2%, -4.1%
> CCC(C)N1CCCC1C(=O)Nc1c(C)cc(C)cc1C (configuration not stated)
  x, -1.9%
> COc1oc(-c2ccccc2)nc1C(F)(F)F
  -9.6%, 1.5%
> O=S(=O)(c1ccc(S(=O)(=O)N(Cc2ccccc2)Cc2ccco2)cc1)N1CCCC1
  x, 4.6%
> CC(C)(C)NC(=O)C(OC(=O)Cn1nnc(-c2ccc(F)cc2)n1)c1ccncc1 (configuration not stated)
  -13.2%, -2.3%
> Cc1cc(=O)n2ncnc2n1COCCO
  -14.1%, 1.1%
> CC1CCCC(NC(=O)COC(=O)c2ccc3ccccc3n2)C1C (configuration not stated)
  x, -24.6%
> CS(=O)(=O)N(CC(=O)NC1CC1)c1ccc(Oc2ccccc2)cc1
  1.6%, -0.2%
> CC1CCCCC1NC(=O)c1cc2c(s1)CS(=O)(=O)C2 (configuration not stated)
  -9.0%, 1.6%
> Cc1cccc(NC(=O)CSc2nnc(CCCCCNC(=O)OC(C)(C)C)o2)c1C
  -3.6%, 4.3%
> O=C(NN=C1c2ccccc2-c2ccccc21)c1ccccn1
  4.4%, -4.7%
> CCOC(=O)C(CCCOc1ccc(C)cc1)C(=O)OCC
  x, 51.4%
> CC(C)C(=O)N=c1sc2cc(F)cc(F)c2n1C
  3.6%, 6.0%
> CC(C)c1ccccc1-n1c(SCC(=O)N2CCN(c3ccccc3)CC2)nnc1-c1cccnc1
  x, 1.5%
> Cc1cccc2c1nc1s/c(=C\c3cc4c(cc3Cl)OCO4)c(=O)n12
  1.6%, 2.7%
> Cc1ccoc1C(=O)Nc1ccc(CC(=O)O)cc1
  x, 3.3%
> CCOC(=O)C1=C(C)NC(=O)NC1c1cccnc1 (configuration not stated)
  -6.4%, 1.6%
> NCC12CC3CC(CC(O)(C3)C1)C2
  x, 0.7%
> O=C(Oc1ccc2c(c1)OCO2)c1ccc(Br)c(S(=O)(=O)N2CCOCC2)c1
  -2.2%, 10.5%
> O=C(CC(c1ccccc1O)N1CCCCC1)N1CCCCC1 (configuration not stated)
  2.4%, x
> CC(C)(C)c1csc(NC(=O)COc2ccc(F)cc2)n1
  1.2%, -7.4%
> COC(=O)CSc1nc2cc3c(cc2cc1C#N)OCO3
  -5.4%, 3.4%
> CCOc1ccc2[nH]c(=O)c(CN(CCOC)C(=O)N3CCOCC3)cc2c1
  -9.8%, 3.4%
> COc1ccc(S(=O)(=O)N2CCC(C(=O)N3CCc4ccccc4C3)CC2)cc1C
  x, 8.1%
> Nc1nnc(SCC(=O)c2ccc3ccccc3c2)s1
  x, 4.9%
> CCOC(=O)c1c(NC(=O)c2ccc(Cl)s2)sc(C)c1C
  2.6%, -3.2%
> O=C(O)c1cc2c(ccc3ccccc32)[nH]1
  -2.1%, 4.7%
> COc1ccc(C2C(C(C)=O)=C(C)N=c3s/c(=C\c4cc(C)n(C)c4C)c(=O)n32)c(OC)c1 (configuration not stated)
  -8.8%, -108.2%
> C=CCOc1ccc(/C=C2\SC(=S)N(C)C2=O)cc1OC
  4.2%, 5.4%
> COc1cccc(/C=C2/SC(=S)N(CCC(=O)Nc3nnc(C)s3)C2=O)c1
  -4.3%, 0.4%
> Cc1c(Cl)cccc1NC(=O)C(C)C
  -1.8%, 2.1%
> CN(C)CCNc1ncnc2ccc(Br)cc12
  1.1%, -0.4%
> COC(=O)c1ccc(CSCC(=O)Nc2cc(OC)cc(OC)c2)o1
  -5.1%, 2.6%
> COc1ccc(NC(=O)CCN2CCCC2)c(OC)c1
  x, -2.1%
> COc1ccc(Br)cc1/C=C1/SC(=S)N(c2cccc(C(F)(F)F)c2)C1=O
  -1.0%, 5.3%

Later entries:
Each structure is followed by: MKP-3 inhibition, Hsp70 displacement
> O=C(NCCCN1CCOCC1)c1cc(-c2ccc(Cl)cc2)on1
  4.0%, -0.5%
> CCN(CC)c1ccc(NC(=O)CCN2C(=O)c3ccccc3C2=O)cc1
  -3.0%, 1.8%
> CCN=c1sc2ccccc2n1CC(O)COc1ccccc1 (configuration not stated)
  x, 3.9%
> Cc1ccc(NC(=S)N2CCC(N(C)CC3CCCO3)CC2)c(C)c1 (configuration not stated)
  x, -0.5%
> N=c1sccn1CC(=O)Nc1ccccc1-c1ccccc1
  -4.8%, 2.1%
> CCN(CC)C(=O)c1cc2c(=O)oc3ccccc3c2s1
  x, 4.6%
> O=C(Nc1cc(N2CCOCC2)ncn1)Nc1cccc2ccccc12
  -3.5%, 1.7%
> CCOC(=O)c1csc(NC(=O)c2ccc(C(=O)c3ccccc3)cc2)n1
  3.1%, 0.2%
> CCOC(=O)Nc1ccc2c(c1)nc(CN1CCOCC1)n2C
  -6.0%, 0.4%
> COc1ccc(NC(=O)c2sc(N)c(C(=O)OC(C)C)c2C)cc1
  4.4%, 3.0%
> Cc1ccc(CN2C(=O)CCC2C(=O)NCCCN2CCC(C)CC2)cc1 (configuration not stated)
  1.6%, -2.7%
> COc1ccc(N=C(N(C)C)P(=O)(N(C)C)N(C)C)cc1
  0.4%, 1.5%
> O=c1[nH]c2ccccc2n1CCCSc1cnc2ccccc2n1
  x, 3.3%
> CC1(C)CC(=O)C2=C(C1)N(CCN1CCOCC1)C1=C(C(=O)CC(C)(C)C1)C2c1cccc(Cl)c1
  4.2%, 0.2%
> CCOC(=O)N1CCC(NC(=O)C2CCN(C(=O)N3CCOc4ccccc43)CC2)CC1
  -0.6%, x
> CCOC(=O)C(C(=O)OCC)C1CS(=O)(=O)CC1C(C(=O)OCC)C(=O)OCC (configuration not stated)
  x, -1.0%
> CCOc1ccccc1N1CC(C(=O)N2CCc3ccccc32)CC1=O (configuration not stated)
  x, 24.5%
> Cc1cc(NC(=O)c2noc3c2CCCC3)nn1Cc1ccc(Cl)cc1
  4.9%, -1.1%
> CCOC(=O)C1=C(C)OC(N)=C(C#N)C1c1cc2c(cc1Br)OCO2 (configuration not stated)
  -4.2%, -4.6%
> Cc1c(C(=O)Nc2ccncc2)sc2nc(-c3ccccc3)cn12
  -12.5%, 6.7%
> O=C(OCC(=O)N1CCN(C(=O)c2ccco2)CC1)c1ccccc1C(=O)c1ccc(Cl)cc1
  2.2%, -0.9%
> Cc1noc(C)c1COc1ccc(C(=O)OCC(=O)c2ccc3c(c2)OCCO3)cc1
  -6.8%, 0.4%
> Clc1ccc2[nH]c3c(NCCN4CCOCC4)ncnc3c2c1
  -4.2%, 1.6%
> O=C(Nc1nnc(CCc2ccccc2)s1)c1cccs1
  -10.9%, 6.4%
> Cc1sc(NC(=O)CCCC(=O)O)c(C#N)c1C
  -2.4%, 0.6%
> O=C(Nc1ccccc1)Nc1nc(C(c2ccccc2)c2ccccc2)cs1
  5.8%, 2.7%
> O=C(NCc1cccs1)C1CCN(c2nccs2)CC1
  -11.3%, 2.9%
> O=C(CSCc1ccc(Cl)cc1)NCc1ccc2c(c1)OCO2
  x, 3.2%
> Nn1cnnc1SCC(=O)Nc1ccc2c(c1)OCCO2
  -2.5%, 0.4%
> CCOC(=O)c1sc(=S)n(CC)c1NC(=O)C1CC1
  -1.0%, -4.3%

By substructure: those above with a furan ring, fused or not (six)
Each structure is followed by: MKP-3 inhibition, Hsp70 displacement
> O=C(/C=C\c1ccccc1)Nc1ccc(NC(=O)c2ccco2)cc1
  0.3%, 3.9%
> CCn1cc(C(=O)O)c(=O)c2cc(-c3ccc([N+](=O)[O-])o3)c(Cl)cc21
  -1.2%, -1.8%
> O=S(=O)(c1ccc(S(=O)(=O)N(Cc2ccccc2)Cc2ccco2)cc1)N1CCCC1
  x, 4.6%
> Cc1ccoc1C(=O)Nc1ccc(CC(=O)O)cc1
  x, 3.3%
> COC(=O)c1ccc(CSCC(=O)Nc2cc(OC)cc(OC)c2)o1
  -5.1%, 2.6%
> O=C(OCC(=O)N1CCN(C(=O)c2ccco2)CC1)c1ccccc1C(=O)c1ccc(Cl)cc1
  2.2%, -0.9%

Next part
Each structure is followed by: MKP-3 inhibition, Hsp70 displacement
> Cc1nn(CC(=O)Nc2ccc3c(c2)nc2n3CCOC2)c(=O)c2ccccc12
  x, -5.5%
> O=C(Cc1ccc(Cl)cc1)NCCN1CCCC1
  -7.4%, -1.3%
> O=C(CSc1nnc(Cc2cccs2)n1Cc1ccco1)Nc1ccc(Cl)cc1Cl
  -7.5%, -2.2%
> O=c1c2ccccc2nc(/C=C/c2ccccc2[N+](=O)[O-])n1-c1cccc2ccccc12
  1.1%, 1.2%
> Cc1ccc(C(=O)Nc2ccc(-c3nc4cc5ccccc5cc4[nH]3)cc2)cc1[N+](=O)[O-]
  36.3%, 7.4%
> COc1cccc(C2=NOC(C(=O)NCC3CCCO3)C2)c1 (configuration not stated)
  -5.7%, 1.5%
> O=c1[nH]c(SCc2ccc(Cl)cc2)nc2c1CCC2
  -6.1%, 4.2%
> O=C(O)c1cccc(NCCC(=O)c2ccccc2)c1
  1.4%, -3.6%
> COc1ccc(NCc2nnc(SCC(=O)Nc3ccccc3OC)o2)cc1
  x, 2.3%
> C=CCc1c(C)nc2cc(-c3ccc(F)cc3)[nH]n2c1=O
  0.7%, -1.9%
> Cc1ccc(CC(CC(=O)NCCc2ccc3c(c2)OCO3)C(=O)O)cc1 (configuration not stated)
  x, 9.9%
> COc1cccc(Nc2nc(CC(C)=O)ns2)c1
  x, -0.8%
> Cc1ccc(C2=[N+]([O-])C(C)(C)CC2)cc1
  x, -7.5%
> Cc1ccc(O)c(C(=O)CC(=O)c2cccc(F)c2)c1
  1.5%, 3.0%
> O=C(O)CCC1=C2c3ccccc3CCN2C(=O)CC1
  -1.6%, -3.8%
> Cc1cc(-c2nnc(SCc3cccnc3)o2)no1
  -10.4%, 1.2%
> COc1ccc(NC(=S)NC(NC(=O)c2ccccc2Cl)C(Cl)(Cl)Cl)c([N+](=O)[O-])c1 (configuration not stated)
  x, -0.7%
> CC(C)(C)c1ccc(C(=O)CC(=O)c2cc(Cl)ccc2O)cc1
  x, -3.6%
> Cc1ccc(NC(=O)NC2CCN(CC(=O)Nc3nccs3)CC2)cc1
  -13.5%, 1.9%
> CC(C)(C)c1ccc(OCC(=O)Nc2ccc3oc(-c4cccnc4)nc3c2)cc1
  5.4%, -3.2%
> O=C(ON=C1c2ccccc2-c2ccccc21)c1ccccc1F
  -2.4%, 3.6%
> CCCNC(=O)Nc1nccs1
  x, 1.3%
> COCCOC(=O)C1=C(C)NC2=C(C(=O)CCC2)C1c1ccc(OCc2ccccc2)c(OC)c1 (configuration not stated)
  0.4%, -1.5%
> O=C(O)C(c1ccccc1)C(C(=O)O)c1ccccc1 (configuration not stated)
  -2.4%, 1.1%
> CCCN1C2CCCC1CC(NC(=O)c1ccccc1OCC)C2 (configuration not stated)
  -8.6%, 1.5%
> CCOc1ncccc1C(=O)OCC(=O)Nc1cc(C)ccc1C
  x, -1.0%
> COc1cc(C(=O)Nc2ccc(NC(=O)c3cccs3)c(C)c2)cc(OC)c1OC
  -0.3%, 1.3%
> COc1ccc(-n2nc3cc(C)c(NC(=O)c4ccc(C)cc4)cc3n2)cc1
  0.0%, 4.1%
> O=C(OCCCN1CCCCC1)c1ccc(O)cc1
  -1.7%, -3.5%

Entries of single compounds from above:
O=C(O)C(c1ccccc1)C(C(=O)O)c1ccccc1 (configuration not stated) is listed with MKP-3 inhibition = -2.4%; Hsp70 displacement = 1.1%
O=C(OCCCN1CCCCC1)c1ccc(O)cc1 is listed with MKP-3 inhibition = -1.7%; Hsp70 displacement = -3.5%
CCOc1ncccc1C(=O)OCC(=O)Nc1cc(C)ccc1C is listed with MKP-3 inhibition = x; Hsp70 displacement = -1.0%
